SW480 rerep = A quantitative high throughput screen for small molecules that induce DNA re-replication in SW480 colon adenocarcinoma cells | SW480 DNA re-replication, Hoechst DNA content imaging, 48 h | Potency, µM (top dose mostly 46.1 µM), for the others: at the highest dose re-replication activation, actives largely listed as activators | 1.8% of 340,000 active; further: potency means the concentration at half of the fitted maximal effect; % of control where 0% means no effect; nearly all actives have a fitted effect of over 55% in size
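SW480 cells exposed to compounds for 48 hr at 37 C, 5% CO2, then Hoechst-stained 40 min. Nuclear DNA content imaged by fluorescence scanning (405 nm excitation, 500-530 nm emission); re-replication scored as increased high-intensity nuclei.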
KB-V1 cytotox = qHTS assay for MDR1-selective chemotherapeutics: Primary screen using the drug-selected MDR subline cells KB-V1. KB-V1 MDR cells viability, CellTiter-Glo, 72 h. Potency, µM (top dose mostly 46.1 µM), inactives show at the highest dose activity change, negative = cytotoxicity, hits mostly cytotoxic. 3.4% of 400,000 active; further: potency means the concentration at half of the fitted maximal effect; on the % scale 0 is the no-effect control and ±100 the full control effect; nearly all actives have a fitted effect of over 60% in size
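Cytotoxicity via CellTiter-Glo luminescence after 72 h compound exposure at 37 degrees C. Cells: drug-selected KB-V1 line, DMEM phenol-red free plus 10% FBS. Compounds tested at multiple concentrations; normalized data fitted to concentration-effect curves.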
ATXN2 expr inh = Primary qHTS for Inhibitors of ATXN expression | Potency, µM (top dose mostly 57 µM), without a hit: at the highest dose activity change, negative = inhibition, hits mostly inhibitors | HEK-293 ATXN2-luciferase reporter, luminescence, 24 h | AID 1745845, 2022 | 0.72% of 360,000 active; further: potency means the concentration at half of the fitted maximal effect; on the % scale 0 is the no-effect control and ±100 the full control effect; nearly all actives have a fitted effect of over 55% in size
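qHTS (up to 57 uM final) was run with 24 h compound exposure of reporter cells at 37 °C. Each well was multiplexed: SteadyGlo luminescence measured ATXN2-luciferase expression after a fluorogenic Gly-Phe-AFC viability readout (25 uM final).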
MCF10A rereplic = A quantitative high throughput screen for small molecules that induce DNA re-replication in MCF 10a normal breast cells; MCF 10A DNA re-replication, Hoechst nuclear intensity, 48 h; Potency, µM (doses to about 46.1 µM), without a hit: at the highest dose activity, positive = re-replication, hits mostly activators; 2.9% of 350,000 active; AID 624296, 2012; further: potency means the concentration at half of the fitted maximal effect; % of control where 0% means no effect; nearly all actives have a fitted effect of over 50% in size
WRN helicase inh = qHTS for Inhibitors of WRN Helicase; Potency, µM (top dose mostly 114 µM), inactives show at the highest dose activity change, negative = inhibition, most hits filed as inhibitors; 0.46% of 360,000 active; WRN helicase unwinding, fluorescent forked duplex, kinetic; Bifunctional 3'-5' exonuclease/ATP-dependent helicase WRN (Homo sapiens), Q14191; AID 651768, 2012; further: potency means the concentration at half of the fitted maximal effect; on the % scale 0 is the no-effect control and ±100 the full control effect; nearly all actives have a fitted effect of over 55% in size
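Primary qHTS, 1536-well format. 20 nM WRN + compound, 15 min RT; start with 100 nM forked fluorophore/quencher duplex, 2 mM ATP (final); kinetic read ex 525/em 598 nm.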
HT1080-NT tox = qHTS for induction of synthetic lethality in tumor cells producing 2HG: qHTS for the HT-1080-NT fibrosarcoma cell line. AID 686970, 2013. HT-1080-NT fibrosarcoma viability, CellTiter-Glo ATP luminescence, 48 h. Potency, µM (highest dose often 46.1 µM), without a hit: at the top dose activity, negative = less viability, most hits filed as cytotoxic. 1.6% of 360,000 active;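 further: NT is the 2HG producing partner of a matched IDH1 knockdown line; potency means the concentration at half of the fitted maximal effect; 0% = DMSO-treated cells and -100% = media-only wells without cells; nearly all actives have a fitted effect of over 55% in size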
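Toxicity toward the 2HG-producing NT line was scored as %Activity, normalised to DMSO and no-cell wells, from CellTiter-Glo luminescence after 48 hours' treatment.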
KB-3-1 cytotox = qHTS assay for MDR1-selective chemotherapeutics: Primary screen using the parental adenocarcinoma cell KB-3-1; KB-3-1 viability, CellTiter-Glo ATP luminescence, 72 h; Potency, µM (highest dose often 46.1 µM), for the others: at the highest dose activity change, negative = cytotoxic, usual class: cytotoxic; 1.4% of 400,000 active; AID 1347075, 2019; further: potency means the concentration at half of the fitted maximal effect; on the % scale 0 is the no-effect control and ±100 the full control effect; nearly all actives have a fitted effect of over 60% in size
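Multi-concentration cytotoxicity screen in KB-3-1 cells grown in DMEM lacking phenol red with 10% FBS. After 72 h at 37 °C with compound, ATP-dependent luminescence was recorded.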
IL-1B inflam inh = qHTS for Inhibitors of Inflammasome Signaling: IL-1-beta AlphaLISA Primary Screen; THP-1 LPS/ATP IL-1B secretion, AlphaLISA, 16 h; hits give low values; activity change, % at 57.5 µM; 4.7% of 360,000 active; AID 743279, 2014; in the data active means activity change below about -50%; inconclusive means mostly about -30% to -49%; further: on the % scale 0 is the no-effect control and ±100 the full control effect
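THP-1 cells pretreated 1 hr with compounds (up to 57.5 uM final), then stimulated with LPS (250 ng/mL final) plus ATP (1.25 mM final); secreted IL-1B measured by AlphaLISA after 16 hr, decreased signal indicating inhibition.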
HT1080 IDH1KD tx = qHTS for induction of synthetic lethality in tumor cells producing 2HG: qHTS for the HT-1080-IDH1KD cell line | AID 686971, 2013 | 2% of 360,000 active | Potency, µM (titrated, usually from 46.1 µM), without a hit: at the top dose activity, negative = toxicity, actives largely listed as cytotoxic | HT-1080 IDH1 knockdown viability, ATP luminescence, 48 h;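 further: potency means the concentration at half of the fitted maximal effect; 0% = DMSO wells and -100% = cell-free medium wells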
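IDH1KD HT-1080 cells, 750/well, RPMI + 5% FBS; compound pinned after 2 h settling; 48 h, 37 °C; CellTiter-Glo luminescence; % activity normalised to DMSO and no-cell wells; curves fitted, classed by r2 and efficacy.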
An asterisk follows results filed as active; ? = inconclusive; . = no result given; [ ] = remark or other dose. Unless noted, the call rests on the fitted dose curve; in most records, active means well fitted curve in the direction sought with a large enough effect; inconclusive means small, poorly fitted or top-dose-only effect, or another doubt; inactive means no such curve, though single readings can be large; an effect the other way counts as inactive or inconclusive.

SMILES	SW480 rerep	KB-V1 cytotox	ATXN2 expr inh	MCF10A rereplic	WRN helicase inh	HT1080-NT tox	KB-3-1 cytotox	IL-1B inflam inh	HT1080 IDH1KD tx
C[C@H]1CCCCO[C@@H](CN(C)S(=O)(=O)c2ccc(Cl)cc2)[C@@H](C)CN([C@@H](C)CO)C(=O)c2cc(NS(=O)(=O)c3ccccc3)ccc2O1	.	11%	-29%	.	-3%	3%	5%	3	6%
Cc1nc2ncnn2c(C)c1CCC(=O)NCCCN1CCN(c2cccc(Cl)c2)CC1	-3%	-18%	-5%	19%	9%	0%	0%	0	12%
Nc1ccc(N2CCN(c3ccc(Cl)c(Cl)c3)CC2)cc1	-10%	18µM*	-20%	?	8%	-10%	21µM*	-6	-6%
CCCNC(=O)C(CC)NC(=O)c1cccc([N+](=O)[O-])c1 (stereo not drawn)	0%	0%	0%	8%	8%	0%	8%	12	9%
Cc1ccc(C(C)NC(=O)Cc2cccs2)c(C)c1 (stereo not drawn)	-3%	-27%	-6%	?	-6%	-1%	-8%	-9	-13%
COc1ccc(CCNC(=O)C2(c3ccccc3)CC2)cc1	-4%	11%	-7%	18%	-12%	17%	-2%	-13	6%
CC(=O)c1cc2ccccc2oc1=O	5%	16%	.	-2%	-7%	-5%	?	-12	1%
CCC(=O)Nc1c(C)ccc2nsnc12	-3%	6%	3%	-3%	-4%	-15%	-8%	19	-1%
Cc1nc(-c2ccc(F)cc2)c(CC(=O)Nc2cc(S(=O)(=O)N3CCCCC3)ccc2C)s1	1%	-6%	-3%	16%	-14%	-1%	-7%	?	-14%
Cc1cc(C)c2c(c1)OC(=O)CC2c1ccccc1C (stereo not drawn)	-5%	5%	5%	-1%	-6%	1%	6%	21	-1%
O=C1NC(=S)N/C1=C\c1ccccc1OCc1ccc(C(=O)O)cc1	-29%	13%	-13%	-4%	-30%	?	4%	-2	15%
COc1ccc(OC)c2nc3c(cc12)CCC3	-3%	24%	0%	-10%	1%	12%	5%	26	13%
CC(=O)N(C)c1ccc(NC(=O)C(c2ccccc2)c2ccccc2)cc1	-9%	-10%	8%	12%	-5%	1%	?	24	-11%
COC(=O)c1c(NC(=O)COC(=O)[C@@H](NS(=O)(=O)c2ccc(C)cc2)C(C)C)sc2c1CCC2	0%	?	-1%	0%	?	-3%	-1%	-29	-2%
COc1ccc(OCC(O)CNC(=O)Nc2ccc(F)cc2)cc1 (stereo not drawn)	-16%	-4%	-10%	-12%	7%	14%	18%	.	5%
CC(C)NC(=S)N/N=C/c1cccnc1	1%	16%	4%	0%	0%	18%	0%	-6	19%
CCCCCCCCNC(CO)(CO)CO	-6%	-15%	0%	8%	-4%	-14%	0%	-5	-12%
S=c1nc(-c2cccc(Cl)c2)[nH][nH]1	-27%	-10%	10%	2%	-13%	14%	4%	30	17%
O=c1onc(-c2cccs2)n1Cc1ccccc1	-2%	0%	7%	-2%	7%	-8%	3%	30	5%
N#Cc1ccccc1NC(=O)C(=O)NCC1CCCN1S(=O)(=O)c1cccs1 (stereo not drawn)	-6%	?	7%	13%	4%	10%	5%	-18	8%
COc1cc([N+](=O)[O-])c(N2CCOCC2)c([N+](=O)[O-])c1OC	-1%	-26%	-1%	-2%	2%	19%	7%	14	-10%
COc1ccc(NC(=O)CSc2ccc3nnc(-c4cccnc4)n3n2)cc1	6%	6%	-4%	-1%	-5%	18%	0%	4	-3%
Cc1ccc(CNC(=O)C2(C)CCN2C(=O)Cc2ccc(C(C)(C)C)cc2)cc1 (stereo not drawn)	.	0%	-18%	.	-2%	?	0%	-14	?
COc1cc(/C=C/C(=O)OCC(=O)Nc2cc(C(F)(F)F)ccc2N2CCOCC2)ccc1O	8%	-1%	1%	?	-14%	-26%	-4%	13	-24%
Cc1nnc(SCC(=O)N(CC(C)C)c2c(N)n(Cc3ccccc3)c(=O)[nH]c2=O)n1N	1.3µM*	?	3%	2%	0%	3%	8%	1	4%
N=C(N)SCCc1cnc[nH]1	-21%	11%	-8%	9%	-3%	6%	0%	9	-1%
CCN(C(=O)CSc1nc2cc(S(=O)(=O)N(CC)CC)ccc2n1CC)C1CCS(=O)(=O)C1 (stereo not drawn)	-70%[inhibitor]	10%	-15%	-3%	-6%	1%	-2%	-6	6%
CC1=C([N+](=O)[O-])C(c2cccc(Br)c2)C2=C(N1)c1ccccc1C2=O (stereo not drawn)	0.65µM*	?	?	?	-18%	1.3µM*	1.6µM*	-63*	1.3µM*
Cc1ccccc1C(=O)Nc1ccnn1C1CCN(C(=O)c2cnsn2)CC1	-21%	4%	6%	1%	-6%	24%	5%	17	5%
COc1ccc([N+](=O)[O-])cc1N(CC(=O)Nc1ccccc1C(=O)N1CCCC1)S(C)(=O)=O	1%	-14%	-24%	-41%[inhibitor]	-4%	0%	2%	29	7%
Cc1ccc(OCC(=O)N(C)CC(=O)Nc2ccc(N3CCOCC3)cc2)cc1	-5%	-16%	4%	0%	-6%	-2%	19%	-10	3%
Cc1cc([N+](=O)[O-])nn1CCCC(=O)N1CCN(c2ccccc2)CC1	-4%	-10%	.	1%	5%	5%	0%	-6	3%
CC(=O)Nc1cccc(N(C(=O)C2COc3ccccc3O2)C(C(=O)NC2CCCCC2)c2cn(C)nc2C)c1 (stereo not drawn)	-126%[inhibitor]	26%	-15%	4%	6%	21%	0%	-13	5%
CCCCSc1cc(=O)n(-c2ccccc2)nc1C(=O)OCC	-4%	?	-4%	1%	-12%	7%	1%	8	-5%
CC/C(O)=C1\C(=O)CC(C)(C)CC1=NCCc1nc2ccccc2[nH]1	-4%	-11%	-12%	4%	4%	-4%	0%	-12	-1%
CC1(C)Oc2ccc(C(=O)Nc3ccccc3F)cc2N(CC(=O)N2CCOCC2)C1=O	-14%	0%	30%	-3%	9%	5%	6%	-19	11%
CC1(C)CC(=O)C=C(NCc2ccc(Cl)c(Cl)c2)C1	1%	?	-3%	1%	-5%	9%	5%	-5	0%
O=C(N/N=C/c1cccs1)c1cc(-c2cccc3ccccc23)n[nH]1	?	?	.	23µM*	-2%	?	?	-52*	?
Cc1cc(C)cc(N(C(=O)CNS(=O)(=O)c2ccccc2)C(C(=O)NCc2ccccc2)c2ccc(C)o2)c1 (stereo not drawn)	-7%	-24%	8%	1%	-31%	0%	-5%	-7	11%
CCC(C)NC(=O)C1CCN(C(=O)c2ccccc2)CC1 (stereo not drawn)	0%	-13%	2%	-1%	-17%	-2%	1%	-13	4%
O=C(NCc1nnnn1-c1cccc(F)c1)c1ccc(S(=O)(=O)N2CCOCC2)cc1	-76%[inhibitor]	-11%	-12%	7%	-15%	-5%	-2%	-8	-3%

In the list so far, seven contain an aryl methoxy group.
SMILES	SW480 rerep	KB-V1 cytotox	ATXN2 expr inh	MCF10A rereplic	WRN helicase inh	HT1080-NT tox	KB-3-1 cytotox	IL-1B inflam inh	HT1080 IDH1KD tx
COc1ccc(CCNC(=O)C2(c3ccccc3)CC2)cc1	-4%	11%	-7%	18%	-12%	17%	-2%	-13	6%
COc1ccc(OC)c2nc3c(cc12)CCC3	-3%	24%	0%	-10%	1%	12%	5%	26	13%
COc1ccc(OCC(O)CNC(=O)Nc2ccc(F)cc2)cc1 (stereo not drawn)	-16%	-4%	-10%	-12%	7%	14%	18%	.	5%
COc1cc([N+](=O)[O-])c(N2CCOCC2)c([N+](=O)[O-])c1OC	-1%	-26%	-1%	-2%	2%	19%	7%	14	-10%
COc1ccc(NC(=O)CSc2ccc3nnc(-c4cccnc4)n3n2)cc1	6%	6%	-4%	-1%	-5%	18%	0%	4	-3%
COc1cc(/C=C/C(=O)OCC(=O)Nc2cc(C(F)(F)F)ccc2N2CCOCC2)ccc1O	8%	-1%	1%	?	-14%	-26%	-4%	13	-24%
COc1ccc([N+](=O)[O-])cc1N(CC(=O)Nc1ccccc1C(=O)N1CCCC1)S(C)(=O)=O	1%	-14%	-24%	-41%[inhibitor]	-4%	0%	2%	29	7%

Source: PubChem (National Center for Advancing Translational Sciences (NCATS))

Compounds were not picked by outcome (roughly 12% active in at least one column).
